DAX1 inh-1: DAX1 (NR0B1) inhibition, primary screen | actives 1.1% (n = 370,000) | inhibition, % at 6.8 µM | HEK293T StAR-luciferase reporter, SF-1/DAX-1 repression relief | AID 652010;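 active = inhibition above the mean over all tested compounds plus 3 SD, cut at about 3.6% in these data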;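 also: 0% = DAX-1 cells with DMSO and 100% = cells lacking DAX-1 with DMSO; higher inhibition means more luminescence from relief of DAX-1 repression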
hgDAF12 agonist: hgDAF-12 agonism, primary luciferase screen. activation, % at 6.8 µM. AID 687014. HEK293 GAL4-hgDAF12 UAS-luciferase reporter, agonist luminescence; normalized to butyrate control. actives 1.8% (n = 370,000);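 active = activation above a cutoff set at the mean of all screened compounds plus 3 SD, cut at about 10% in these data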;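 also: 0% = DMSO wells and 100% = sodium butyrate wells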
ADAM10 inh: inhibitors of human ADAM10; O14672; recombinant ADAM10, EDANS/DABCYL FRET peptide cleavage, 3 h; inhibition, % at 7 µM; actives 0.62% (n = 370,000); AID 720582;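 active = inhibition above a per-campaign cutoff equal to the mean of compounds falling between control-based bounds plus 3 SD, cut at about 20% in these data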;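 also: 0% = DMSO wells while the 100% control is not disclosed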
hcDAF12 agonist: activators of H. contortus DAF-12 nuclear receptor; HEK293 hcDAF-12 lit1-tk-luc reporter, luminescence; 0% DMSO, 100% Δ7-dafachronic acid; activation, % at 6.8 µM; actives 1.4% (n = 370,000); AID 652067;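 active = activation above the mean of all tested compounds plus 3 SD, cut at about 5.5% in these data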;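 also: 100% = response to 3 µM Δ7-dafachronic acid high control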
sPLA2-III inh: Blocks human group III sPLA2 activity. Q9NZ20. QFRET BODIPY PC-A2 liposome hydrolysis, fluorescence. inhibition, % at 12.2 µM. actives 0.56% (n = 370,000);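 active = inhibition above mean plus 3 SD of compounds lying within the high and low control bounds, cut at about 19% in these data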;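 also: 0% = median of test compound wells and 100% = no enzyme DMSO wells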
GAA850 FXN act: activators of GAA850 frataxin (FXN) promoter; actives 0.56% (n = 360,000); HEK293 lucGAA850 FXN promoter luciferase reporter, 24 h; percent of 10 µM SAHA response; activation, % at 6 µM;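 active = activation above the average of all compounds screened plus 3 SD, cutoff fixed separately per campaign, cut at about 7.5% in these data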;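 also: 0% = DMSO wells and 100% = 10 µM SAHA wells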
PLC-gamma1 inh: blocks human PLC-gamma1 enzyme activity; actives 0.84% (n = 370,000); P19174; inhibition, % at 12.2 µM; AID 720700; purified PLC-gamma1, fluorogenic substrate, fluorescence; in the data active = inhibition above about 9.5%
DAX1 inh-2: inhibits human nuclear receptor DAX1. P51843. HEK293 Gal4-DAX1 luciferase reporter, luminescence. inhibition, % at 6.75 µM. actives 0.99% (n = 340,000). AID 504766;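 active = inhibition above the mean over all tested compounds plus 3 SD, cut at about 4.2% in these data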;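 also: 0% = DAX1-transfected cells with DMSO and 100% = empty-vector control cells with DMSO; inhibition shows as a rise in luminescence from relieved DAX1 repression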
Target sequence (P51843 207-470 limits assumed): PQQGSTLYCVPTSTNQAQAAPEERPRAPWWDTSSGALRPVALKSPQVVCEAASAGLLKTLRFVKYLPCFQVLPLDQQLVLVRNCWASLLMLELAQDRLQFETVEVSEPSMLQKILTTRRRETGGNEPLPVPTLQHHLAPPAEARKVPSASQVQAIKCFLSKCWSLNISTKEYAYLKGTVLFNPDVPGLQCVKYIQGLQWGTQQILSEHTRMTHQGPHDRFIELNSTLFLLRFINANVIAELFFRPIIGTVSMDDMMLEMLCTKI
PLCb3 inh: PLC-beta3 (human) inhibition, primary screen; Q01970; Purified PLC-beta3, fluorogenic substrate, fluorescence; inhibition, % at 12.2 µM; actives 0.18% (n = 370,000); in the data active = inhibition above about 11%;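 also: 0% = median of compound wells on plate and 100% = full blocker control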
ssDAF12 agonist: activates DAF-12 receptor from parasite S. stercoralis | HEK293 ssDAF-12/GRIP1 lit1-tk-luc reporter, luminescence; % of 3 µM dafachronic acid response | activation, % at 6.8 µM | actives 1% (n = 370,000) | AID 652126;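 active = activation above the mean over all tested compounds plus 3 SD, cut at about 0.9% in these data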;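 also: 0% = DMSO-only wells and 100% = 3 µM delta7-dafachronic acid wells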
ADAM17 inh: ADAM17 inhibition, QFRET primary screen | P78536 | recombinant ADAM17, EDANS/DABCYL FRET peptide cleavage | inhibition, % at 6.95 µM | actives 0.83% (n = 370,000);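 active = inhibition above the mean of compounds lying between control limits plus 3 SD, set per campaign, cut at about 8.5% in these data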;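 also: 0% = DMSO-only wells as the low control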
Target sequence (P78536 215-824 limits assumed): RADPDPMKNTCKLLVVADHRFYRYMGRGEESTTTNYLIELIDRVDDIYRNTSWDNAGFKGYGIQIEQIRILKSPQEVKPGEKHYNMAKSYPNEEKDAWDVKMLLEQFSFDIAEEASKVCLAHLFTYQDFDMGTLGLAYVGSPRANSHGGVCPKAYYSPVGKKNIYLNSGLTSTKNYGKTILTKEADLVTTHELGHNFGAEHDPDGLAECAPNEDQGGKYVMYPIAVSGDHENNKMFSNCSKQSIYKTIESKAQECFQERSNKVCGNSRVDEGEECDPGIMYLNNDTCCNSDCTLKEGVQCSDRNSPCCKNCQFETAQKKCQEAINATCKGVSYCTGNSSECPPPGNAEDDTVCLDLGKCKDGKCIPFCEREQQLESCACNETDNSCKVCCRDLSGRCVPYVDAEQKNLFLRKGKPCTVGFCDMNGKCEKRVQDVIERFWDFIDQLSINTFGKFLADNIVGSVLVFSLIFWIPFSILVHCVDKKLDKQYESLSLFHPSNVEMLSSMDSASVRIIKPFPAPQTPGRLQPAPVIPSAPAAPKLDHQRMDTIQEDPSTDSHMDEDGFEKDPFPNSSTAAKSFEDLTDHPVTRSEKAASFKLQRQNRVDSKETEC
Starred values were filed as active, the others as inactive; . = not tested or not shown.

item	structure	DAX1 inh-2	ssDAF12 agonist	DAX1 inh-1	ADAM10 inh	hcDAF12 agonist	sPLA2-III inh	GAA850 FXN act	hgDAF12 agonist	ADAM17 inh	PLCb3 inh	PLC-gamma1 inh
1	CCCCCC(=O)Nc1nc(C)c(-c2csc(Nc3ccccc3OC)n2)s1	1.1	-1.1	0.5	-4	-2.0	6	0.2	2.1	-4	-13	-10
2	COc1cc(Cl)c(C)cc1NC(=O)c1ccccc1NC(=O)CN1CCN(c2ccccn2)CC1	1.2	-1.5	0.2	-7	3.0	-4	1.4	-2.6	4	-5	1
3	Cc1c(NC(=O)CC(O)(C(F)(F)F)C(F)(F)F)c(=O)n(-c2ccccc2)n1C	0.0	-1.3	0.6	-8	0.9	6	-1.1	3.7	-2	2	0
4	CCC1ON(C(C)C)C2c3nc4ccccc4n3CC12 (stereo not given)	1.1	-1.3	0.9	-1	-1.1	6	-2.6	-0.5	1	4	4
5	Oc1c(C(Nc2cccc(C(F)(F)F)c2)c2cccnc2)ccc2cccnc12 (stereo not given)	1.3	-0.9	-1.1	8	-1.8	6	-1.3	-4.0	1	-2	1
6	CC(C)(C)c1ccc(C(=O)Nc2ccc(N3CCOCC3)cc2)cc1	-2.5	-2.2	0.3	3	-1.7	14	0.4	1.9	-4	-10	-4
7	CCOC(=O)[C@H]1[C@H]2COc3cc(OC)ccc3[C@@H]2N2C(=O)CN(CCc3c[nH]c4ccccc34)C(=O)[C@@]12C	-1.0	-0.9	0.5	1	4.1	-64	1.2	1.7	0	-6	-5
8	Nc1nc(SCc2ccccc2)c2ncn(CCO)c2n1	0.1	-0.9	-0.3	-11	-1.1	4	3.4	-1.7	0	3	2
9	Cc1cccn2c(=O)c3cc(S(=O)(=O)c4ccc(Br)cc4)c(=N)n(C4CCCC4)c3nc12	1.8	-1.0	-0.3	-17	0.2	8	3.8	3.4	-6	-9	-2
10	COC(=O)c1nnn(-c2nonc2N)c1CSc1nnc(N)s1	-0.3	-1.5	-0.2	-5	-2.4	-5	1.8	-1.8	-3	-8	-2
11	COC(=O)C(NC(C)=O)(Nc1nc2c(s1)CCCC2)C(F)(F)F (stereo not given)	0.2	-0.9	-0.7	0	1.2	4	1.1	-0.8	2	0	8
12	Nc1c(N(Cc2ccco2)C(=O)c2ccc(Cl)cc2)c(=O)[nH]c(=O)n1Cc1ccccc1	0.9	-1.1	1.4	-15	-0.3	-3	-0.3	0.1	-4	-18	-11
13	CCOC(=O)c1c(C)[nH]c(C(=O)N2CCC(C(=O)OCC)CC2)c1C	-0.1	-1.2	1.1	-4	-1.5	1	-0.8	-2.1	-3	-10	-2
14	O=C(O)c1ccc(COc2ccc(CO)cc2Cl)cc1	1.1	-1.2	2.4	2	2.0	-6	-0.2	5.4	-1	2	2
15	CCOc1ccccc1/C=C(\NC(=O)c1ccccc1)C(=O)NCCC(=O)O	1.2	-1.2	0.9	-6	1.9	8	4.1	3.7	-3	-1	-2
16	O=C(N[C@@H](Cc1ccccc1)C(=O)N1CCC2(CC1)NCCc1[nH]cnc12)c1cccc(F)c1	-0.6	-1.5	-1.8	-4	-0.5	-4	-0.1	1.2	-5	2	-10
17	CC(C)c1nnc(NC(=O)CCc2ccccc2)s1	3.0	-0.6	0.8	4	-1.8	1	6.1	6.1	2	-1	5
18	CN(C(=O)c1ccc(S(=O)(=O)N2CCCC2)cc1)C1CCCCC1	0.0	-0.6	-0.7	-4	-2.4	-1	4.1	-0.8	-3	-5	-2
19	NNc1nc(-c2ccccc2)c2cc(Br)ccc2n1	0.8	-0.7	-0.5	-10	-3.9	12	3.7	-0.3	-18	-69	-47
20	CC(=O)Nc1ccc(S(=O)(=O)Nc2cccc(N(C)S(C)(=O)=O)c2)cc1	0.0	-0.9	-0.9	4	-0.4	5	-0.5	-1.2	-1	0	6
21	O=C(COC(=O)CCc1c[nH]c2ccccc12)Nc1cccc(Cl)c1	1.2	-1.1	0.4	6	-0.9	-93	1.4	-0.6	-1	-2	4
22	COc1cc(OC)nc(Nc2nc(C(N)Cc3ccc(F)cc3)cs2)n1 (stereo not given)	.	-1.2	-0.8	-2	0.2	15	-0.7	-1.7	-2	1	6
23	COc1ccc2c(C)cc(N3CCN(c4ccc(F)cc4)CC3)nc2c1	-1.9	-0.4	-0.6	-11	3.0	-2	6.3	1.8	-3	-6	-6
24	CCn1cc(CNCc2cn[nH]c2-c2cc3ccccc3o2)cn1	-1.0	-1.6	-1.1	-16	-1.8	-7	0.1	-4.8	-8	-4	-2
25	Cc1cc(=O)oc2cc(OCC(=O)OCC(=O)Nc3ccc(C(N)=O)cc3)ccc12	0.1	-1.9	0.2	-215	-0.9	2	2.1	1.1	-69	-30	-18
26	COc1cc(C(=O)NCC(=O)N2CCN(S(=O)(=O)c3cc(C)ccc3C)CC2)cc(OC)c1OC	-1.1	-0.8	-3.5	-8	-0.6	1	-2.8	-0.1	-4	-3	0
27	CCC(C)NCCCOc1ccc(Cl)cc1C(C)(C)C (stereo not given)	0.0	-0.6	0.3	-1	0.3	2	1.2	3.4	-3	2	2
28	COc1ccc(-c2c(C)nn3c(C(F)(F)F)cc(C)nc23)cc1	0.2	-1.3	-0.3	-10	-0.4	9	1.4	-4.2	-3	-7	7
29	Cc1ccc(C(=O)NNC(=O)c2cccc(S(=O)(=O)N3CCOCC3)c2)cc1	-0.7	-1.2	1.4	-1	-0.8	-1	2.4	3.2	-2	-1	5
30	COC(=O)[C@]12C[C@H](CC(=O)N3CCSCC3)C(=O)N(CCC3=CCCCC3)C1=C[C@H](C1CCCC1)O[C@@H]2C	.	-1.7	-0.6	7	-1.5	0	.	8.0	4	4	0
31	Cc1c(OCC(=O)NCC2CCC(C(=O)O)CC2)ccc2c3c(c(=O)oc12)CCC3 (stereo not given)	0.0	-0.1	1.3	-67	1.1	10	-1.3	-4.8	-18	-6	-7
32	COC(=O)c1ccc(NC(=O)Nc2ccc(C)cc2)cc1	0.9	-1.3	0.5	3	-0.3	-22	-0.1	1.3	-1	0	1
33	Cn1nccc1C(=O)N1CCN(c2cccc(Cl)c2)CC1	-0.1	-1.7	0.2	4	-0.3	9	1.4	1.3	0	1	3
34	O=C1NCCCc2nc(Oc3ccccc3)sc21	0.5	-1.6	-0.3	2	0.4	1	0.3	-4.3	-4	2	1
35	Cc1nc2c(-c3ccc(Cl)cc3)cnn2c(N)c1-c1ccc(F)cc1	0.7	-2.6	-1.1	-43	-4.7	-3	-11	-8.8	-13	-93	-65
36	Cc1ccc2[nH]c3c(c2c1)CN(C(=O)CN(C)CC1OCCO1)CC3	0.7	-0.5	1.0	-64	-0.2	6	-0.2	-0.9	-16	-283	-231
37	N#CCc1ccc(NC(=O)c2ccc(S(=O)(=O)N3CCOCC3)cc2)cc1	0.3	-1.1	-2.8	-15	0.9	6	-0.9	4.0	-8	-8	-1
38	Cc1ccc(CN2CCN(/N=C/c3cccs3)CC2)cc1	-0.7	-0.1	-0.2	2	-0.6	1	1.3	-1.4	0	1	1
39	O=S(=O)(/N=C(\c1ccc(F)cc1)N1CCOCC1)c1ccccc1	1.1	-1.2	-0.5	-1	0.7	5	0.3	-1.5	-1	1	1
40	CC(C)(c1ccccc1)c1ccc(OCC2CO2)cc1 (stereo not given)	0.7	-1.1	0.0	-2	-1.9	3	1.6	1.2	0	-5	-2
41	CCNS(=O)(=O)c1ccc(C(=O)OCC(=O)N2CCCc3ccccc32)cc1	0.1	-1.2	1.0	4	-1.1	-18	0.3	1.1	5	2	7
42	CCC1(c2ccccc2)NC(=O)N(CC(=O)NCc2ccccc2OC)C1=O (stereo not given)	2.7	-0.6	0.4	-6	-1.2	-3	0.4	-2.3	-2	-4	0
43	Cc1ccc(-c2nc(S(=O)(=O)c3ccc(C)cc3)c(SCC(=O)NCC3CCCO3)o2)cc1 (stereo not given)	-0.3	-0.6	0.7	5	3.3	2	0.9	1.1	0	-7	-2
44	CCOC(=O)Cn1cnc2c(nnn2-c2cccc(Cl)c2)c1=O	0.1	-0.5	-0.3	2	-0.4	5	1.9	0.5	-1	-1	3
45	Cc1noc(NS(=O)(=O)c2ccc(NC(=O)CSc3nc4c(cc3C#N)CCCC4)cc2)c1C	2.0	-1.1	-1.3	-16	-2.1	-8	-0.5	-2.8	-3	-16	-11
46	CC(=O)Nc1ccc(NC(=O)c2nc(S(=O)(=O)Cc3cccc(C)c3)ncc2Cl)cc1	-0.1	-1.2	4.0*	2	-3.3	4	-11	-4.8	-1	-1	3
47	Cc1ccc(NC(=O)c2ccc(S(=O)(=O)N(C)c3ccccc3)cc2)cc1S(=O)(=O)N1CCOCC1	-0.3	-1.1	-1.9	-11	-0.7	12	-2.3	-3.5	-1	-11	1
48	COc1ccccc1NS(=O)(=O)c1ccc2[nH]c(=O)[nH]c2c1	0.8	-0.3	0.3	-4	-0.7	1	0.1	-1.5	-6	-4	-3
49	Cc1ccc(OCC(=O)N2c3ccccc3CC2C)c([N+](=O)[O-])n1 (stereo not given)	2.3	-1.7	-0.4	-2	-0.6	-3	-0.3	0.6	2	4	0
50	COc1ccc(NC2CCCN(C(=O)c3cn(C)c4ccccc34)C2)cc1 (stereo not given)	-0.2	-1.1	0.7	3	3.7	10	1.6	0.3	5	6	5

Next results:
item	structure	DAX1 inh-2	ssDAF12 agonist	DAX1 inh-1	ADAM10 inh	hcDAF12 agonist	sPLA2-III inh	GAA850 FXN act	hgDAF12 agonist	ADAM17 inh	PLCb3 inh	PLC-gamma1 inh
51	O=[N+]([O-])c1ccc(Cl)c(NC(=S)N2CCCC2)c1	0.6	-0.9	-0.2	2	1.7	11	0.1	3.8	-3	-30	1
52	Cc1onc(-c2c(Cl)cccc2Cl)c1C(=O)NN1CCCCCC1	0.5	-1.7	-0.4	3	0.3	1	1.0	-1.1	-7	1	-1
53	COc1ccc(Oc2nc3ccccc3n(C)c2=O)cc1	-1.6	-1.7	0.2	-6	-2.6	0	0.6	-3.2	-4	-4	-2
54	COc1cccc(CNC(=O)c2ccccc2NC(=O)C2=C(C)OCCS2)c1	-0.1	-1.1	-1.3	2	-2.4	-5	-1.5	-4.1	7	-5	4
55	Cc1nc(N)nc(N)c1-c1ccc([N+](=O)[O-])cc1	0.4	-1.4	-0.3	-7	-0.3	2	0.2	0.7	-7	2	2
56	O=C(Nc1cccc(S(=O)(=O)N2CCCCC2)c1)c1ccc([N+](=O)[O-])o1	-2.2	-2.2	-3.2	3	-2.3	-11	2.1	-8.5	0	-6	1
57	Cc1ccc(NC(=O)C(C)Sc2nnc3ccccn23)cc1 (stereo not given)	1.8	-0.7	3.5	-22	0.7	-6	-1.2	-0.7	-9	-39	-16
58	Cc1onc(-c2c(Cl)cccc2Cl)c1C(=O)Nc1ccc(C(N)=O)cc1	0.4	-1.3	-0.6	-16	1.1	3	-0.4	2.4	-4	-6	6

Screening data (PubChem BioAssay)
